All columns: NCI-60 one-dose screen, growth in % after 48 h at 10 µM unless noted; 100 = growth as untreated, 0 = no growth, -100 = all killed.
PC-3 = PC-3 prostate cancer cells. hit rate 3.9% among 80,000. AID 1794754
RXF 393 = RXF 393 renal cancer cells; hit rate 6.9% among 77,000
ACHN = ACHN renal cancer; AID 1794771; hit rate 4.9% among 81,000
SN12C = SN12C renal cancer cells. hit rate 3.8% among 81,000
CAKI-1 = CAKI-1 renal cancer; hit rate 4.7% among 75,000
UO-31 = UO-31 renal cancer; hit rate 5.2% among 81,000
786-0 = 786-0 renal cancer cells; hit rate 5.1% among 81,000; AID 1794775
A498 = A498 renal cancer cells | hit rate 5.4% among 76,000 | AID 1794774
TK-10 = TK-10 renal cancer cells | hit rate 3.9% among 81,000 | AID 1794769
The depositor's hits bear a star; nt = no result given; & = joins results of further samples. Rule for the calls: active = growth percent below 10; inactive = the rest.

SMILES	PC-3	RXF 393	ACHN	SN12C	CAKI-1	UO-31	786-0	A498	TK-10
COc1ccc(/C=C/C(=O)c2ccc(NC(=O)CSc3nnc(-c4c[nH]c5ccccc45)n3-c3ccccc3)cc2)cc1	75.0	nt	74.8	82.6	73.1	53.5	89.2	97.6	98.7
C=C1CC[C@@H]2[C@](C)(COC(C)=O)[C@H](OC(C)=O)CC[C@@]2(C)[C@@H]1CC(NCCCCCCCC)C1=CCOC1=O (some centres not stated)	33.7	85.7	86.0	73.1	68.7	56.1	79.9	64.3	82.7
COc1ccc2c(c1)C1=NN(C(C)=O)C(c3cc(OC)c(OC)c(OC)c3)C1CC2 (configuration not stated)	97.1	96.9	96.6	96.8	73.9	59.8	96.9	89.3	107.1
O=CNc1c2ccccc2c(NC=O)c2ccccc12	95.8	107.3	97.9	104.1	114.0	76.2	104.6	106.4	102.0
C=C1C(=O)O[C@H]2[C@H]1CC/C(Cn1cc(CNC(=O)Cc3c[nH]c4ccccc34)nn1)=C\CC[C@@]1(C)O[C@@H]21	90.5	105.8	102.8	96.7	91.6	86.3	102.6	93.1	111.7
COC(=O)C(N)CSC(c1ccccc1)(c1ccccc1)c1ccccc1 (configuration not stated)	25.1	1.1*	57.0	39.9	nt	52.6	53.7	34.1	49.5
CCOC(=O)c1noc2c1CCc1c-2cn(Cc2ccc(OC)cc2)c1-c1cc(OC)c(OC)c(OC)c1	25.3	11.7	nt	44.7	nt	30.9	34.7	56.2	68.8
O=[N+]([O-])c1ccccc1N(S(=O)(=O)c1ccccc1)S(=O)(=O)c1ccccc1	77.7&80.3	107.7&118.7	93.4&101.9	99.2&101.5	56.3&79.4	67.0&86.7	108.6	98.6&86.9	97.1&93.3
COc1cc(-c2nc(-c3nnc(-c4ccc(C)cc4)o3)c3ccccn23)cc(OC)c1OC	79.0	87.2	69.2	83.3	74.2	47.1	81.4	62.3	101.3
COc1cc2ccccc2cc1C(=O)O	96.4	126.4	99.8	107.0	97.0	96.7	100.6	113.3	109.0
CCOC(=O)C1=C(c2ccccc2)N=C2SC=C(c3cccc([N+](=O)[O-])c3)N2C1c1ccc(O)cc1 (configuration not stated)	94.8	89.1	105.6	96.0	94.3	91.0	96.5	78.9	103.8
CCn1c(C)nc([N+](=O)[O-])c1Sc1nc(N)nc2nc[nH]c12	52.7	36.0	nt	33.0	nt	37.5	24.6	57.0	34.5
CN(C)c1ccc(C(=C2C=CC(=[N+](C)C)C=C2)c2ccccc2)cc1	73.9	123.1	87.8	86.0	93.4	71.6	111.2	125.3	63.7
S=c1[nH]nc(-c2ccc3c(c2)OCO3)n1-c1cccnc1	93.8	102.9	98.2	98.4	96.0	91.7	nt	93.7	117.2
COc1ccc(N2CCN(CCCNS(=O)(=O)c3ccc(C)cc3)CC2)cc1	97.5	117.7	94.6	nt	97.9	97.1	97.5	110.5	100.7
O=C1OCCOC(=O)N2CCN(CC2)C(=O)OCCOC(=O)N2CCN1CC2	93.0	126.0	nt	92.6	110.6	73.8	100.6	111.2	127.8
Cn1cc(-c2csc(-c3c[nH]c4ncccc34)n2)c2cc(Br)cnc21	34.9	26.1	29.6	4.2*	12.5	28.8	20.0	71.7	-21.8*
Cc1ccc(C(Cc2ccccc2)NC(CO)(CO)CO)cc1 (configuration not stated)	92.1	79.3	98.4	90.8	94.9	63.3	86.0	93.5	96.2
COc1cc2c(cc1OC)N(CCO)C1=C(C(=O)OC1)C2c1cc(OC)c(OC)c(OC)c1 (configuration not stated)	107.3	108.5	105.1	103.7	104.9	94.3	96.9	124.0	104.8
C/C=C/C=C1\C[C@H]2CO[C@H](O2)C1=O	96.5	104.4	102.8	100.2	98.0	88.2	102.0	102.9	107.9
N#Cc1c(N=Cc2ccc(Cl)cc2)n[nH]c1Nc1ccccc1	97.4	106.5	96.1	91.6	87.3	81.3	99.8	111.1	104.5
CC(=O)NS(=O)(=O)NC(C)=O	96.7	129.8	104.8	107.2	nt	79.9	106.4	89.4	111.0
Cn1cc(-c2nnc(-c3cn(C)c4ncccc34)s2)c2ccccc21	53.8	78.4	86.6	50.3	47.0	39.0	78.4	31.0	79.9
COc1ccc(CNc2nc(N)c(N=O)c(=O)n2C)cc1OC	95.7	108.0	97.6	100.3	91.0	83.1	110.8	107.8	119.2
Nc1ccc(-c2cn3cc(Cl)sc3n2)cc1	97.9	92.4	108.6	98.7	108.7	68.0	92.3	95.1	139.1

Entries of single compounds, looked up by structure.
O=CNc1c2ccccc2c(NC=O)c2ccccc12 in the list: PC-3: 95.8; RXF 393: 107.3; ACHN: 97.9; SN12C: 104.1; CAKI-1: 114.0; UO-31: 76.2; 786-0: 104.6; A498: 106.4; TK-10: 102.0
C=C1CC[C@@H]2[C@](C)(COC(C)=O)[C@H](OC(C)=O)CC[C@@]2(C)[C@@H]1CC(NCCCCCCCC)C1=CCOC1=O (some centres not stated) in the list: PC-3: 33.7; RXF 393: 85.7; ACHN: 86.0; SN12C: 73.1; CAKI-1: 68.7; UO-31: 56.1; 786-0: 79.9; A498: 64.3; TK-10: 82.7

The main list resumes with the two entries that preceded the break.
SMILES	PC-3	RXF 393	ACHN	SN12C	CAKI-1	UO-31	786-0	A498	TK-10
COc1ccc(CNc2nc(N)c(N=O)c(=O)n2C)cc1OC	95.7	108.0	97.6	100.3	91.0	83.1	110.8	107.8	119.2
Nc1ccc(-c2cn3cc(Cl)sc3n2)cc1	97.9	92.4	108.6	98.7	108.7	68.0	92.3	95.1	139.1
Clc1ccc(CSc2ncc(Br)c(Cl)n2)cc1	97.6	111.4	104.8	121.0	88.5	82.0	108.8	107.6	nt
Cc1cc(C)n(C(=O)c2c(C)[nH]c(-c3nc4ccccc4[nH]3)c2C)n1	93.6	104.3	100.0	93.7	96.9	95.4	103.5	nt	107.0
O=C(COc1ccc(/C=C2\Oc3ccccc3C2=O)cc1)Nc1nc2ccccc2s1	13.7	14.2	72.7	64.4	-83.0*	-77.2*	49.0	115.5	133.9
O=C(O)CCC(=O)c1ccc(F)cc1	91.9	107.6	103.7	99.1	97.0	94.4	95.7	83.0	103.6
O=C(Nc1cnc(C(F)(F)F)cn1)c1cc(Cl)ccc1O	5.5*	-1.3*	3.8*	5.4*	nt	-5.6*	0.4*	-53.5*	1.8*
CCOC(=O)c1cc2c(n1Cc1ccccc1)-c1oncc1CCC2	80.6	84.6	83.8	82.2	74.0	62.5	102.3	74.7	113.9
COC(=O)c1ccc2c(c1)nc(-c1ccc(O)c(OC)c1)n2-c1cc(C(C)(C)C)[nH]n1	65.8	131.0	108.5	97.7	nt	50.9	97.7	90.5	115.7
CN(C)c1ccc(C2CC(c3ccccc3)=NN2/C=C2\SC(=O)NC2=O)cc1 (configuration not stated)	91.3	96.5	81.5	87.3	95.0	78.9	90.5	nt	94.4
Nc1ccccc1-c1nn2c(CCC(=O)c3nc4ccccc4[nH]3)nnc2s1	65.8	85.0	84.7	85.0	84.3	63.6	90.8	127.0	120.0
NC(N)=N/N=C/C(=N/N=C(N)N)c1ccccc1	98.9	101.6	109.4	94.2	89.5	92.7	108.1	87.1	100.3
Nc1ccc(C(=O)Oc2ccccc2)c(O)c1	98.4&81.8	101.1&99.3	100.7&91.0	107.2&70.5	85.9	88.6&48.1	104.5&81.2	78.6	114.3&81.0
OC(c1ccccc1)C(O)C(c1ccccc1)N1CCCCC1 (configuration not stated)	105.2	103.2	111.0	94.2	nt	88.6	95.9	100.4	110.6
O/N=C\c1cc(-c2ccc(Br)cc2)on1	103.9	109.4	104.9	98.6	106.4	95.2	100.0	112.7	112.9
O=C(NCC1CCCCC1)NCC1CCCCC1	97.5	104.9	114.3	95.9	88.9	92.7	96.7	89.1	114.3
CCOC(=O)NCc1ccco1	98.7	109.0	114.5	101.7	nt	98.9	103.3	94.1	104.4
CCN=NNc1ccc(C)cc1	89.1	100.0	90.9	103.2	85.1	64.0	104.9	113.2	147.4
[O-][N+](CCO)(CCO)Cc1ccccc1	110.8	109.9	97.3	94.9	86.0	86.8	97.0	103.4	91.9
O=C(CCC1CCCCC1)OCc1ccccc1	88.9	114.2	104.8	111.7	98.9	97.2	101.1	94.2	102.6
O=C(CCCSc1nc(-c2ccccc2)cc(-c2ccccc2)n1)NO	26.2	-21.7*	0.6*	12.3	1.7*	-13.9*	7.2*	-15.6*	9.4*
COc1ccc2nc3cc(Cl)ccc3c(NCCCCCN3CCCCC3)c2c1	-45.3*	-72.1*	-67.7*	10.3	-50.3*	-40.6*	-73.4*	19.7	-9.4*
Nc1nc(-c2ccc(Br)cc2)cc(-c2cnn(-c3ccccc3)n2)n1	87.4	100.2	100.3	88.8	81.4	81.4	93.2	102.2	97.9
O=C(Cn1cc(CN2C(=O)c3ccc([N+](=O)[O-])cc3C2=O)nn1)Nc1c(Cl)cc(Cl)cc1Cl	94.8	nt	101.1	98.9	88.8	85.3	105.7	99.6	145.9
N#CC(C#N)=CNc1cccc(Cl)c1	97.7	129.6	108.2	110.9	97.3	94.5	nt	96.2	108.0
CCO/C=N/C1=C(C#N)C(c2ccc(OC)cc2)c2c(c3ccccc3[nH]c2=O)O1 (configuration not stated)	100.2	109.9	97.7	97.0	95.8	84.5	104.4	97.8	111.6
CCCCCCC12CCC(=O)N1CCc1cncn12 (configuration not stated)	98.3	92.4	109.3	101.7	108.7	109.0	111.9	99.2	92.5

Following part:
SMILES	PC-3	RXF 393	ACHN	SN12C	CAKI-1	UO-31	786-0	A498	TK-10
COc1ccc(N=Nc2c(N)nn3cc(-c4nc5ccccc5s4)c(N)nc23)cc1	95.1	95.3	105.2	100.1	99.1	100.1	98.4	70.1	116.7
COc1ccc(-c2nc(SCC(C)C)nc(N/N=C(/C)c3ccc(N)cc3)c2C#N)cc1	83.2	74.2	86.5	83.0	79.3	51.9	81.6	56.8	88.6
Cc1cc(C)c(S(=O)(=O)O)c(C)c1Nc1ccc(Nc2c(C)cc(C)c(S(=O)(=O)O)c2C)c2c1C(=O)c1ccccc1C2=O	69.7	98.3	97.4	104.0	104.7	69.6	103.5	105.5	124.1
C/C(O)=C1\C(=O)OC(C2=C(c3cccs3)NC(=S)NC2C)=CC1c1ccc(C)o1 (configuration not stated)	63.1	109.1	97.4	101.5	97.9	86.4	87.3	129.7	nt
COc1cc(C2CC(c3ccc(Nc4nc(NCCO)nc(N5CCOCC5)n4)cc3)=NN2c2cc(Cl)cc(Cl)c2)cc(OC)c1OC (configuration not stated)	34.1	5.1*	47.6	65.5	46.4	42.0	12.5	52.0	93.3
N#Cc1c(-c2ccc(Cl)cc2)nc2c(-c3ccccc3)c(Nc3ccccc3)nn2c1N	62.2	78.8	11.0	77.5	35.1	34.8	25.1	nt	139.4
CCCCOC(=O)Cn1c(=O)c2nc3cc(-c4cccc([N+](=O)[O-])c4)oc3nc2n(C)c1=O	nt	80.6	77.5	92.2	90.1	69.1	96.7	106.1	98.1
COc1ccc(Cl)cc1-c1cn(-c2cc(OC)c(OC)c(OC)c2)c(=O)[nH]1	72.9	91.3	97.6	96.9	94.1	74.3	83.9	92.4	114.4
C=C(C)[C@@H]1CC[C@]2(COP(=O)(OCC)OCC)CC[C@]3(C)[C@H](CC[C@@H]4[C@@](C)(CCCN)[C@H](C(=C)C)CC[C@]43C)[C@@H]12	13.1	6.3*	22.3	14.7	19.5	16.7	20.4	61.1	57.4
COc1ccc(/C(=C/c2cc(OC)c(OC)c(OC)c2)c2nn[nH]n2)cc1OC	76.1	101.4	102.6	99.7	97.8	99.3	84.9	89.5	95.0
CC(=O)N1C=Cc2ccccc2C1C#N (configuration not stated)	106.7	105.0	110.0	105.7	102.4	81.3	98.4	109.8	108.3
COc1ccc2c(C)c(-c3ccc(Cl)cc3)c(=O)oc2c1	49.8	nt	87.4	75.5	nt	20.5	68.4	66.6	101.4
COc1ccc(C2c3sc4c(F)cccc4c3Oc3nc[nH]c(=O)c32)cc1 (configuration not stated)	65.8	72.3	72.7	77.8	76.6	47.6	91.8	95.0	110.1
O=C(O)Cc1ccc(-c2ccccc2)cc1	93.6&100.8	98.3&122.8	105.0&99.7	100.6&100.2	100.3&90.0	97.9&74.4	108.3&100.9	73.6&87.1	94.7&102.7
CSc1ccccc1Nc1nc(N)nc(C(Cl)Cl)n1	103.2	129.6	97.4	103.8	84.1	99.6	102.2	112.2	115.5
O=C1c2c(c3c4cccnc4[nH]c3c3ccc4ccccc4c23)C(=O)N1CCN1CCOCC1	62.1	92.8	41.3	68.4	46.2	54.5	77.9	69.0	112.3
CCOC(=O)c1c2ccncc2n2c(=O)n(-c3cccc(OC)c3)nnc12	101.2	106.7	106.8	110.8	92.5	81.8	103.3	108.1	123.7
O=C1Nc2cc(Cl)ccc2/C1=C/c1ccc(OCc2ccc(Br)cc2F)cc1	-42.3*	-77.4*	-79.9*	-48.2*	-59.0*	nt	-88.7*	-46.4*	-54.8*
COc1cc(OC)c(S(=O)(=O)NNC(=O)c2ccncc2)cc1C(=O)/C=C/c1ccc(Cl)cc1	88.3	71.2	99.8	67.8	79.3	86.8	96.6	nt	115.3
CNc1ccc(/C=C/c2c(F)cccc2Cl)cc1	71.6	106.9	84.2	81.1	82.7	30.1	93.8	53.8	81.5

Two entries picked at random from the list so far, as already listed:
SMILES	PC-3	RXF 393	ACHN	SN12C	CAKI-1	UO-31	786-0	A498	TK-10
COc1cc(C2CC(c3ccc(Nc4nc(NCCO)nc(N5CCOCC5)n4)cc3)=NN2c2cc(Cl)cc(Cl)c2)cc(OC)c1OC (configuration not stated)	34.1	5.1*	47.6	65.5	46.4	42.0	12.5	52.0	93.3
N#CC(C#N)=CNc1cccc(Cl)c1	97.7	129.6	108.2	110.9	97.3	94.5	nt	96.2	108.0
